# High-throughput results from PubChem.
# mIDH1 inhibitor – qHTS for Inhibitors of mutant isocitrate dehydrogenase 1 (IDH1): qHTS; Potency, µM (highest dose often 76.6 µM), for the others: top-dose activity change, negative = inhibition, hits mostly inhibitors; 390,000 tested, 0.093% active; IDH1-R132H enzyme, NADPH consumption, diaphorase/resazurin fluorescence; AID 602179, 2012; Isocitrate dehydrogenase [NADP] cytoplasmic (Homo sapiens), O75874; note: potency is the fitted concentration of half-maximal effect; % is set by controls: 0 for no effect and ±100 for the full control effect; nearly all actives have a fitted effect of over 65% in size
#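 IDH1-R132H (0.5 ug/mL dispensed) in pH 7.5 Tris buffer was preincubated 30 min with compound, then given a substrate mix of 0.016 mM NADPH and 2 mM alpha-KG for 80 min at room temperature; remaining NADPH was read by diaphorase/resazurin fluorescence.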
# RGS4 inh – Inhibitors of Regulator of G Protein Signaling (RGS) 4: qHTS; AID 504845, 2011; Regulator of G-protein signaling 4 (Homo sapiens), P49798; 390,000 tested, 0.039% active; Transcreener GDP fluorescence polarization, RGS4-accelerated GTP hydrolysis; Potency, µM (titrated, usually from 114 µM), for the others: top-dose activity change, negative = inhibition, hits mostly inhibitors; note: potency is the fitted concentration of half-maximal effect; % is set by controls: 0 for no effect and ±100 for the full control effect; nearly all actives have a fitted effect of over 75% in size; some results filed as inactive show a strong effect at the top dose
#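 MLSMR compounds (23 nl, pin-transferred) preincubated 10 min at room temperature with a 500nM (2x) first reagent, then RGS4 at 900nM (2x) plus Transcreener GDP mix added; fluorescence polarization (620/688 nm) read before and after 90 min at 30 °C.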
# Vif-A3F inh – qHTS for Inhibitors of Vif-A3F Interactions: qHTS. HeLa A3F-eYFP + Vif (tagged APOBEC3F with the HIV-1 protein that degrades it), YFP fluorescence increase. 390,000 tested, 0.2% active. Potency, µM (top dose mostly 46.1 µM), for inactives: top-dose activity, negative = active. AID 602313, 2012; note: potency is the fitted concentration of half-maximal effect; % of control where 0% means no effect; nearly all actives have a fitted effect of over 65% in size
#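 Fluorescence increase (Ex 488/Em 500-530) after overnight compound treatment at 37 deg C flags inhibition of Vif-driven A3F-eYFP loss in stable HeLa A3F-eYFP/Vif cells seeded overnight beforehand.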
# Glioma ERSR ind – qHTS for Inducers of the Endoplasmic Reticulum Stress Response (ERSR) in Human Glioma: qHTS; U87-MG GRP78 promoter luciferase reporter, 16 h; Potency, µM, inactives show at the highest dose activation, usual class: activators; 420,000 tested, 0.02% active; AID 602332, 2012; note: potency is the fitted concentration of half-maximal effect; series mostly up to about 76 µM; % of control where 0% means no effect; nearly all actives have a fitted effect of over 35% in size
#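 Stably transfected U87-MG human glioma cells carrying a GRP78-based luminescent sensor were seeded at 1000 cells/well, pin-dosed with compounds and incubated 16 h. Luciferase reagent was then added, and end-point luminescence was read after 10 min at room temperature.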
# Vif-APOBEC3G blk – qHTS for Inhibitors of Vif-A3G Interactions: qHTS; Potency, µM (titrated, usually from 46.1 µM), for the others: at the top dose activity, negative = active, actives largely listed as inhibitors; HeLa A3G-eYFP + Vif (tagged APOBEC3G with the HIV-1 protein that degrades it), YFP fluorescence, overnight; DNA dC->dU-editing enzyme APOBEC-3G (Homo sapiens), Q9HC16; 410,000 tested, 0.076% active;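 note: potency is the fitted concentration of half-maximal effect; % is set by controls: 0 for no effect and ±100 for the full control effect; nearly all actives have a fitted effect of over 60% in size; hits raise eYFP signal because A3G escapes Vif-driven loss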
#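 HeLa cells stably expressing Vif and C-terminally eYFP-tagged A3G, seeded overnight at 37 deg C, then exposed to compound by pintool overnight at 37 deg C. Rise in yellow fluorescence (Ex 488/Em 500-530, Acumen) marks blocked Vif-driven A3G degradation.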
# LDHA block – qHTS assay for inhibitors of human lactate dehydrogenase | activity change, % (values are at about 110 or 230 µM) | purified LDHA, NADH/diaphorase-resazurin fluorescence; stronger effect = lower value | AID 1347041, 2019 | L-lactate dehydrogenase A chain (Homo sapiens), P00338 | 480,000 tested, 0.15% active; in the data active = activity change below about -30%; inconclusive = mostly about -25% to -30%;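 note: plate controls were DMSO wells for no effect and wells without enzyme for full effect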
#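 Human LDH5 (2 nM) was incubated with 0.06 mM NADH and 0.2 mM pyruvate for 5 min at room temperature in Tris pH 7.4. Remaining NADH was coupled through diaphorase/resazurin, and resorufin fluorescence was read at 0 and 20 min.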
# TrxR1 substrate – qHTS Assay for Substrates of Mammalian Selenoprotein Thioredoxin Reductase 1 (TrxR1): qHTS. 390,000 tested, 0.01% active. AID 588456, 2011. purified TrxR1 substrate turnover, NADPH consumption readout. Potency, µM (titrated, usually from 114 µM), for inactives: at the highest dose activity change, negative = substrate turnover; note: potency is the fitted concentration of half-maximal effect; % is set by controls: 0 for no effect and ±100 for the full control effect; nearly all actives have a fitted effect of over 50% in size
#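 Rat TrxR1, dispensed at 90 nM, was prereduced with 400 uM NADPH (final) for 5 min at ~22 deg C, then incubated with compound 15 min before 400 uM selenite. A first-read NADPH fluorescence drop versus no-compound background flagged substrates.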
# TrxR1 inh – qHTS Assay for Inhibitors of Mammalian Selenoprotein Thioredoxin Reductase 1 (TrxR1): qHTS; Thioredoxin reductase 1, cytoplasmic (Rattus norvegicus), O89049; recombinant rTrxR1, NADPH fluorescence consumption, selenite substrate; Potency, µM (titrated, usually from 114 µM), for the others: at the highest dose activity change, negative = inhibition, hits mostly inhibitors; 390,000 tested, 1% active; AID 588453, 2011; note: potency is the fitted concentration of half-maximal effect; % is set by controls: 0 for no effect and ±100 for the full control effect; nearly all actives have a fitted effect of over 65% in size
#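 Rat TrxR1 (90 nM in the dispensed reagent) was pre-reduced with 400 uM NADPH for 5 min at room temperature, then incubated with compound for 15 min. After 400 uM selenite was added, NADPH fluorescence (Ex 340/Em 450 nm) was followed for 8 min.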
# USP1-UAF1 inh – Inhibitors of USP1/UAF1: Primary Screen; 390,000 tested, 0.23% active; AID 743255, 2014; Potency, µM (series often up to 57.1 µM), without a hit: at the highest dose activity change, negative = inhibition, hits mostly inhibitors; Ubiquitin carboxyl-terminal hydrolase 1 (Homo sapiens), O94782; recombinant USP1/UAF1, Ub-Rhodamine cleavage fluorescence; note: potency is the fitted concentration of half-maximal effect; % is set by controls: 0 for no effect and ±100 for the full control effect; nearly all actives have a fitted effect of over 60% in size; inactives centre near -12
# Target sequence (O94782 whole entry, looked up): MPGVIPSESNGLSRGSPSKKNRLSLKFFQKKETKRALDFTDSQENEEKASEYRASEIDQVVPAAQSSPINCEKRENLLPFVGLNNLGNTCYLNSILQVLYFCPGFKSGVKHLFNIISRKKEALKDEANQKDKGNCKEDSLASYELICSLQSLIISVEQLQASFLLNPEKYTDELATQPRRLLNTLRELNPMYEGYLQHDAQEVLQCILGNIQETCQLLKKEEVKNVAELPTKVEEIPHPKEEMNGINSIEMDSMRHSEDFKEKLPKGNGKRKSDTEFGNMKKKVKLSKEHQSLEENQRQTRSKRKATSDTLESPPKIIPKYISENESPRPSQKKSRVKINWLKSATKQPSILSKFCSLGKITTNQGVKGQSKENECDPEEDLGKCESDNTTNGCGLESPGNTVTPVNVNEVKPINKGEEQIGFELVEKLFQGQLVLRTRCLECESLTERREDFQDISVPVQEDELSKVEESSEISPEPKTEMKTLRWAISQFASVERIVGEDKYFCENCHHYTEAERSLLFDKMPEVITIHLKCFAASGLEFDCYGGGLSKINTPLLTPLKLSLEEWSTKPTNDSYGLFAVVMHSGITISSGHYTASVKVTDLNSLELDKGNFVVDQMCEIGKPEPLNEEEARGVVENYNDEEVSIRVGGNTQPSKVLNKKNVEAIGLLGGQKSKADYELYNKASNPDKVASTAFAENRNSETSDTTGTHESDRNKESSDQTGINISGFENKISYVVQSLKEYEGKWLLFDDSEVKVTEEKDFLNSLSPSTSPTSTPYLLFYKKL
#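 In this screen, compounds sit with the deubiquitinase complex (1nM) for 15 min at room temperature before Ub-Rho is added at 150nM final. Fluorescence rise is then followed for 6 reads every 60 seconds.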
# Numbers without * were called inactive; ? = inconclusive; · = no result given; & = joins results of further samples; [ ] = remark or other dose. Unless noted, calls come from the whole dose curve; as a rule, active = well fitted curve in the direction sought with a large enough effect; inconclusive = small, poorly fitted or top-dose-only effect, or another doubt; inactive = no such curve, though single readings can be large; an effect the other way counts as inactive or inconclusive. This is a subset; rates above refer to the full screens.
1) CNc1nc2c3ccccc3n(C(C)=O)c2s1
2) Cc1ccc(C(=O)N/C(=C\c2cccs2)C(=O)NCCc2c[nH]c3ccccc23)cc1C
3) CNS(=O)(=O)c1cccc(C(=O)OCc2cc(=O)n3cc(Br)ccc3n2)c1
4) O=C1NC(=O)/C(=C/C(=O)N2CCOCC2)S1
5) c1ccc2c(c1)OCC(c1nnc3sc(-c4cnccn4)nn13)O2 (stereo not given)
6) COc1cc(NC(=O)CN(C)S(=O)(=O)c2ccc3[nH]c4c(c3c2)CCCC4)cc(OC)c1OC
7) Cn1nnnc1SCCNCc1ccccc1F
8) CCN(CC)S(=O)(=O)c1cccc(C(=O)N[C@H](C(=O)NC2=NCCS2)C(C)C)c1
assay / compound	1	2	3	4	5	6	7	8
mIDH1 inhibitor	-0.4%	1.8%	5.6%	2.8%	1.1%	-1.4%	3.0%	1.1%
RGS4 inh	-10.9%	-8.7%	16.8%	-26.2%	-53.6%	10.4%	3.1%	17.5%
Vif-A3F inh	-15.0%	-7.9%	-0.9%	2.3%	3.7%	0.1%	-0.5%	-7.3%
Glioma ERSR ind	1.6%	-0.3%	-0.3%	0.0%	2.6%	-2.2%	-1.3%	-3.2%
Vif-APOBEC3G blk	0.1%	0.2%	-1.3%	0.6%	-0.6%	-4.5%	-0.6%	0.6%
LDHA block	-3.7	-10.3	-3.9	-5.3	10.9	-1.1	0.8	1.1
TrxR1 substrate	6.9%[57.1 µM]	-2.9%	7.2%[57.1 µM]	3.0%	4.1%	-6.3%	6.4%	1.1%
TrxR1 inh	0.3%[57.1 µM]	13.4%	7.7%[57.1 µM]	11.1%	-7.5%	2.7%	5.6%	5.6%
USP1-UAF1 inh	-9.1%	-8.7%	3.0%	-10.1%	-21.4%	-28.7%	-9.3%	?

# Reprinted from the part before: 4 compounds; new compounds follow.
5) c1ccc2c(c1)OCC(c1nnc3sc(-c4cnccn4)nn13)O2 (stereo not given)
6) COc1cc(NC(=O)CN(C)S(=O)(=O)c2ccc3[nH]c4c(c3c2)CCCC4)cc(OC)c1OC
7) Cn1nnnc1SCCNCc1ccccc1F
8) CCN(CC)S(=O)(=O)c1cccc(C(=O)N[C@H](C(=O)NC2=NCCS2)C(C)C)c1
9) COc1cn(CC(=O)Nc2cccc(C)c2)c(CN2CCCCC2)cc1=O
10) Cc1nn(CC(=O)OCC(=O)Nc2c(C(C)C)cccc2C(C)C)c(C)c1[N+](=O)[O-]
11) O=C(NCCc1ccccc1)C(c1ccncc1)N(C(=O)c1csnn1)C1CC1 (stereo not given)
12) Cc1c(C(=O)N2CCOCC2)sc2ncn(CC(=O)N3CCC(C)CC3)c(=O)c12
13) COC(=O)C[C@H]1c2cc(C(F)(F)F)ccc2S(=O)(=O)N1C1CCCCC1
14) O=C(c1ccccc1)n1ccn(-c2ccccc2)c1=S
15) O=C(Nc1nncs1)c1cccc(S(=O)(=O)N2CCc3ccccc32)c1
16) COc1ccc(CCNC(=O)CCn2c(=O)oc3ccccc32)cc1OC
assay / compound	5	6	7	8	9	10	11	12	13	14	15	16
mIDH1 inhibitor	1.1%	-1.4%	3.0%	1.1%	-5.8%	4.3%	0.0%	1.7%	-15.0%[38.3 µM]	0.6%	-9.0%	-1.8%
RGS4 inh	-53.6%	10.4%	3.1%	17.5%	-17.8%	?	-34.5%	-20.5%	9.9%	-18.6%	?	17.4%
Vif-A3F inh	3.7%	0.1%	-0.5%	-7.3%	-0.3%	0.2%	-0.7%	-10.8%	0.5%	2.9%	6.7%	1.9%
Glioma ERSR ind	2.6%	-2.2%	-1.3%	-3.2%	-2.3%	1.3%	-2.9%	-2.6%	-1.7%&-3.1%	-1.4%	-4.2%	-1.2%
Vif-APOBEC3G blk	-0.6%	-4.5%	-0.6%	0.6%	-11.4%	-0.2%	2.0%	2.4%	0.2%&-3.2%	-0.8%	-1.2%	1.6%
LDHA block	10.9	-1.1	0.8	1.1	-8.0	4.4	4.6	-6.4	-3.5	-7.7	-10.8	-1.2
TrxR1 substrate	4.1%	-6.3%	6.4%	1.1%	10.8%[57.1 µM]	-25.8%[57.1 µM]	5.1%	-11.6%	-7.9%&3.1%	-5.0%	-0.8%[57.1 µM]	2.7%[57.1 µM]
TrxR1 inh	-7.5%	2.7%	5.6%	5.6%	16.7%[57.1 µM]	-4.8%[57.1 µM]	-5.3%	-7.7%	-2.5%&9.7%	0.1%	17.0%[57.1 µM]	21.1%[57.1 µM]
USP1-UAF1 inh	-21.4%	-28.7%	-9.3%	?	-4.0%	-10.7%	1.3%	3.2%	?	-20.2%	-14.2%	-0.7%

17) Cc1ccc(/C=C(\C#N)C(=O)Nc2cc(C)ccc2C)cc1
18) COc1ccccc1NC(=O)CSc1nnc(NC(=O)C2CC2)s1
19) CCOc1ccc(CCNC(=O)c2cccc(S(=O)(=O)N3CCOCC3)c2)cc1OCC
20) O=C(NCc1ccc(F)cc1)c1ccc(CS(=O)(=O)Cc2ccc(F)cc2)o1
assay / compound	17	18	19	20
mIDH1 inhibitor	1.8%	7.1%	1.6%	0.1%
RGS4 inh	-12.8%	-2.4%	10.2%	-13.4%
Vif-A3F inh	2.2%	-23.0%	4.1%	·
Glioma ERSR ind	-3.6%	-1.8%	-2.7%	-5.4%
Vif-APOBEC3G blk	-4.8%	0.1%	0.8%	-1.3%
LDHA block	1.7	-4.1	-9.0	-1.0
TrxR1 substrate	21.3%	-3.2%	-0.7%	-6.4%
TrxR1 inh	37.6%[11.4 µM]	10.4%	14.2%	-10.0%
USP1-UAF1 inh	-25.9%	-11.7%	-9.4%	-11.2%
